Screens as filed in PubChem BioAssay.
TEAD-YAP block = TEAD-YAP interaction inhibition, primary screen, TEAD-YAP interaction inhibitor project, luminescence, HEK-TIYL cells; TEAD-Gal4/YAP UAS-luciferase luminescence; inhibition, % at 9.12 µM; actives 1.4% (n = 640,000); in the data active = inhibition above about 32%;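 also: 0% = median of test compound wells and 100% = reference inhibitor wells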
GPR151 activ = activators of human GPR151, primary screen, cell-based, PathHunter beta-arrestin, luminescence; G-protein coupled receptor 151 (Homo sapiens), Q8TDV0; PathHunter beta-arrestin GPR151 cells; activation, % at 11.2 µM; actives 1% (n = 650,000); AID 1508602, 2020; in the data active = activation above about 4.9%;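 also: 0% = median of compound wells and 100% = cells with positive control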
MITF primary = MITF inhibitors, primary screen, biochemical, AlphaScreen, human; Microphthalmia-associated transcription factor (Homo sapiens), O75030; AlphaScreen MITF homodimerization, bead proximity signal; actives 0.91% (n = 650,000); AID 1259374, 2018; inhibition, % at 2.6 µM; in the data active = inhibition above about 50%;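 also: 0% = vehicle wells with protein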
FBW7 act = FBW7 E3 ligase activators, primary screen, biochemical, AlphaScreen, human; F-box/WD repeat-containing protein 7 (Homo sapiens), Q969H0; AlphaScreen FBW7–phospho-cyclin E peptide binding, activator screen; normalized activity (activation), % at 26.1 µM; actives 0.13% (n = 650,000); in the data active = normalized activity above about 1.9%;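 also: purified mutant Fbw7 with reduced substrate affinity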
Target sequence (Q969H0 whole entry, looked up): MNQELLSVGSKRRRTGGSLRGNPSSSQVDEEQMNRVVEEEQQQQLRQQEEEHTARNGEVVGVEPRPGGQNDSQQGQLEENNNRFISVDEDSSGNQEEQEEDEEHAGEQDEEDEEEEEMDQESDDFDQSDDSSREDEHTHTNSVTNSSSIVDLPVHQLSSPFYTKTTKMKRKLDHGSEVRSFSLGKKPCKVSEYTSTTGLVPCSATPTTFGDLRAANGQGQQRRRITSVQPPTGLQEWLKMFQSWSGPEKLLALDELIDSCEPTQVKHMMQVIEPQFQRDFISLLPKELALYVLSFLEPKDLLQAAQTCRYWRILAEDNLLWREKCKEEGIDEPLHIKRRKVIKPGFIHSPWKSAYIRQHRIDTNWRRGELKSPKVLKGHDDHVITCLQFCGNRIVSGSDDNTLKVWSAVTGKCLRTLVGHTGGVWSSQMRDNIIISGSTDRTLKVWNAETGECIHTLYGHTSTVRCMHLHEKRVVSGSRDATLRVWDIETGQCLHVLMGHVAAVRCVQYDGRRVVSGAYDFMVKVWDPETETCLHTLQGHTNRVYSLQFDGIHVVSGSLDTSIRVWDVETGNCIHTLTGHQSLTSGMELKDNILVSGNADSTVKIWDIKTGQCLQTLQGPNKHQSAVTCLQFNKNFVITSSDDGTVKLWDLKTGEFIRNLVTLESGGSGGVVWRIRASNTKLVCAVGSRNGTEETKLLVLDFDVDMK
* hit, by the source's call. Outcome played no part in choosing rows, and some 3.5% of all compounds hit somewhere here.

Keys: A = TEAD-YAP block; B = GPR151 activ; C = MITF primary; D = FBW7 act
(1) O=c1oc2c(Cl)cc(Cl)cc2cc1C1=NS(=O)(=O)c2ccccc2N1
  A: 11; B: -0.4; C: -9; D: 0.6

(2) COc1ccc(C2NCCC3(O)CCCCC23)cc1 (configuration not stated)
  A: -10; B: -0.8; C: 3; D: -0.2

(3) COc1cccc(NC(=O)COC(=O)c2ccc([N+](=O)[O-])o2)c1
  A: 8; B: 0.8; C: 8; D: 0.1

(4) COc1ccc2[nH]c(=O)c(CN(CCO)S(=O)(=O)c3ccc4c(c3)OCCO4)cc2c1
  A: -7; B: 0.0; C: -3; D: -0.1

(5) CC(C)N(CC(N)=O)C(=O)c1ccc(F)c(S(=O)(=O)N2CCCCC2)c1
  A: 4; B: 0.6; C: 8; D: 0.2

(6) Cc1cccc(NC(=O)CSc2nc3c(c(=O)n2C)SC(C)C3)c1 (configuration not stated)
  A: -2; B: 2.4; C: -7; D: -0.1

(7) CC(C)N(CCNc1nc(NC2CCC(O)CC2)nc2nc[nH]c12)C(C)C (configuration not stated)
  A: 17; B: 0.9; C: 1; D: 0.1

(8) N#CC(C#N)=Cc1ccc(-c2ccc(S(=O)(=O)Nc3nccs3)cc2)o1
  A: 5; B: -1.0; C: 30; D: 0.3

(9) COc1ccc2c(=O)c(-c3ccccc3C)c(C)oc2c1
  A: 8; B: 0.7; C: -3; D: -0.1

(10) COc1ccc(OC)c(NC(=S)NCC2CCCO2)c1 (configuration not stated)
  A: 3; B: 1.4; C: -9; D: -0.3

(11) COc1ccccc1/C=C(/NC(=O)c1ccccc1)C(=O)O
  A: 3; B: 1.6; C: 3; D: 0.1

(12) CCNc1nc(Nc2ccc(NC(C)=O)cc2)c2ncn(C(C)C)c2n1
  A: -5; B: -1.4; C: -15; D: 0.5

(13) CCOC(=O)CNC(=O)CSc1nc(C)nc2sc(C)c(C)c12
  A: -6; B: -0.4; C: 6; D: -0.1

(14) CCc1nn(CC(=O)N(CC)CC)c(=O)c2cc3sc(C)cc3n12
  A: 2; B: 0.3; C: 16; D: -0.1

(15) CCCOC(=O)c1cc(N2C(=O)c3cccc4cc(Br)cc(c34)C2=O)ccc1Cl
  A: 7; B: -0.1; C: 2; D: -0.1

Part of the list above in another layout.
Below each SMILES: TEAD-YAP block, GPR151 activ, MITF primary, FBW7 act
(5) CC(C)N(CC(N)=O)C(=O)c1ccc(F)c(S(=O)(=O)N2CCCCC2)c1
    4, 0.6, 8, 0.2
(6) Cc1cccc(NC(=O)CSc2nc3c(c(=O)n2C)SC(C)C3)c1 (configuration not stated)
    -2, 2.4, -7, -0.1
(7) CC(C)N(CCNc1nc(NC2CCC(O)CC2)nc2nc[nH]c12)C(C)C (configuration not stated)
    17, 0.9, 1, 0.1
(8) N#CC(C#N)=Cc1ccc(-c2ccc(S(=O)(=O)Nc3nccs3)cc2)o1
    5, -1.0, 30, 0.3

Continuation.
Keys: A = TEAD-YAP block; B = GPR151 activ; C = MITF primary; D = FBW7 act
(16) CC(=O)Nc1ccc(S(=O)(=O)NCCc2cn3ccccc3n2)cc1
  A: -1; B: 3.1; C: -1; D: -0.1

(17) CC1(C)Cc2c(sc(NC(=O)c3ccc(Br)o3)c2C#N)CO1
  A: -54; B: 1.0; C: 3; D: 0.7

(18) COC(=O)C1CC(=O)N(c2ccc(OCc3ccc(Cl)cc3)cc2)C1 (configuration not stated)
  A: -7; B: 4.2; C: 12; D: -0.1

(19) CCOC(=O)c1sc(N2N=C(C)/C(=C\c3ccc(CC)s3)C2=O)nc1C
  A: 10; B: -1.7; C: 34; D: 0.5

(20) COc1ccccc1/C=C1\N=C(c2cccc(C)c2)OC1=O
  A: 0; B: 3.8; C: 8; D: -0.1

(21) Nc1ccc(Cl)cc1-n1nc(-c2ccccc2)c2ccccc2c1=O
  A: 9; B: -1.2; C: 2; D: 0.8

(22) O=C(CC1C(=O)NCCN1CC(c1ccccc1)c1ccccc1)NCCc1cn[nH]c1 (configuration not stated)
  A: 0; B: -0.4; C: -2; D: 0.1

(23) Cn1c2c(c(=O)[nH]c1=O)C(c1ccc([N+](=O)[O-])cc1)C1=C(N2)c2ccccc2C1=O (configuration not stated)
  A: 7; B: -0.6; C: 0; D: 0.0

(24) CCOc1ccccc1OCCOc1ccc([N+](=O)[O-])cc1
  A: -6; B: 1.5; C: -11; D: 0.2

(25) CCCNC(=O)c1ccccc1NC(=O)C(C)Oc1ccc(Cl)cc1 (configuration not stated)
  A: -3; B: -1.0; C: -3; D: 1.0

(26) COc1cc2c(cc1OC)C(COc1ccccc1OC)N(C(=O)c1cc(OC)c(OC)c(OC)c1)CC2 (configuration not stated)
  A: -5; B: 1.7; C: -1; D: -0.1

(27) O=C1OC(c2cc(F)c(F)cc2Cl)=N/C1=C\c1ccc(Cl)cc1
  A: 9; B: -0.5; C: -4; D: 0.3

(28) COC(=O)c1ccc(C(=O)OC)c(NC(=O)c2cnn3c(C(F)(F)F)cc(-c4ccc(C)cc4)nc23)c1
  A: -6; B: -0.3; C: 1; D: -0.2

(29) CCOC(=O)C1CCCC(NS(=O)(=O)c2ccc(NC(C)=O)cc2)C1 (configuration not stated)
  A: 6; B: 0.4; C: -47; D: 0.1

(30) CCC1CCCCN1C(=O)c1sc2ncn(CC(=O)N3CCCCC3)c(=O)c2c1C (configuration not stated)
  A: 9; B: -0.2; C: 7; D: -0.2

(31) COC(=O)NNC(=S)NC(=O)c1ccc(S(=O)(=O)N2CCOCC2)cc1
  A: 5; B: -1.1; C: 18; D: 0.3

(32) CCOc1ccc(NC(=O)CSc2nc3[nH]ncc3c(=O)n2-c2ccccc2C)cc1
  A: 16; B: -0.2; C: -2; D: -0.1

(33) CCCOc1ccc(/C(O)=C2/C(=O)C(=O)N(CCN(C)C)C2c2ccc(Cl)cc2)c(C)c1 (configuration not stated)
  A: 9; B: 0.6; C: 2; D: -0.2

(34) Cc1cc(=O)n(CC(=O)N2CCN(c3ccccc3)CC2)c(-n2nc(C)cc2C)n1
  A: 8; B: -0.8; C: 6; D: 0.0

(35) COc1ccc(/C=N/N=C2\NC(=O)C(CC(=O)O)S2)cc1Cl (configuration not stated)
  A: -8; B: -5.2; C: 5; D: -0.1

(36) OCCCc1nc2n(n1)C(c1cccc(Cl)c1)C=C(c1ccc(F)cc1)N2 (configuration not stated)
  A: 14; B: -0.5; C: -2; D: -0.1

(37) N#CCOC(=O)c1cc(-c2ccccc2)nc2ccccc12
  A: 8; B: -0.3; C: 0; D: 0.0

(38) CCCc1[nH]nc2c1C(c1ccc(SC)cc1)C(C#N)=C(N)O2 (configuration not stated)
  A: 12; B: -1.9; C: -2; D: -0.1

(39) Cc1nn(C)c(C)c1-c1ncc(C(=O)NCCOc2ccccc2)s1
  A: -41; B: -1.3; C: 1; D: 0.2

(40) CCOC(=O)c1c(NC(=O)c2ccc(OC)cc2)sc2c1CCCCC2
  A: -8; B: -0.2; C: 6; D: -0.2

(41) CC(C)OC(=O)CC1C(=O)NCCN1C(=S)NC(=O)/C=C/c1cccs1 (configuration not stated)
  A: 2; B: -1.7; C: 0; D: -0.1

(42) CCOC(=O)c1sc(NC(=O)CCCOc2ccc(Cl)cc2Cl)c(C#N)c1C
  A: 5; B: 1.2; C: -14; D: 0.0

(43) COc1cccc(C2C(C#N)=C(N)N(N3CCOCC3)C3=C2C(=O)CC(C)(C)C3)c1OC (configuration not stated)
  A: -16; B: 0.1; C: 2; D: 0.3

(44) CCN(CC)Cc1c(C(=O)N/N=C/c2cc(Cl)ccc2O)nnn1-c1nonc1N
  A: 23; B: 0.2; C: 40; D: -0.7

(45) CCOC(=O)N1CCC(NC(=O)c2cn(CC)c3nc(C)ccc3c2=O)CC1
  A: -5; B: -0.5; C: -7; D: 0.0

Results in sequence from above:
Compounds 34–38 in FBW7 act, in turn: 0.0, -0.1, -0.1, 0.0, -0.1

Going on with the list:
Keys: A = TEAD-YAP block; B = GPR151 activ; C = MITF primary; D = FBW7 act
(46) Cc1ccc([N+](=O)[O-])cc1S(=O)(=O)Nc1cccc(C(=O)O)c1
  A: -3; B: 0.5; C: 8; D: -0.1

(47) Cc1ccc2nc(-c3ccccc3)cc(C(=O)Nc3ccccc3Cl)c2c1
  A: 4; B: 0.4; C: -9; D: -0.1

(48) COC(=O)C1CC(=O)N(c2ccc(Oc3ccccc3)cc2)C1 (configuration not stated)
  A: 7; B: 1.5; C: -3; D: 0.1

(49) CCCN(CCC)S(=O)(=O)c1ccc(C(=O)Nc2nc(-c3ccncc3)cs2)cc1
  A: 1; B: 0.1; C: 10; D: 0.2

(50) CCSc1nnc2c(n1)OC1(CCCCC1)Nc1ccccc1-2
  A: -11; B: 0.0; C: 11; D: 0.3

(51) O=C(Cc1ccccc1)Nc1ccc(N2CCCC2)cc1
  A: 0; B: -0.3; C: 25; D: -0.2

(52) FC(F)(F)c1ccc(Cn2cnc3c(NCc4cccc(C(F)(F)F)c4)nc(Nc4nccc5ccccc45)nc32)cc1
  A: 14; B: 5.6*; C: 0; D: 0.0

(53) COc1cc(CN2C(=O)C(C)Oc3ccc([N+](=O)[O-])cc32)cc(OC)c1 (configuration not stated)
  A: 1; B: -0.7; C: 19; D: 0.1

(54) CCCOc1ccc(N2C(=O)CC(NCc3ccc(C(=O)O)cc3)C2=O)cc1 (configuration not stated)
  A: 0; B: 2.7; C: 8; D: 0.0

(55) O=C(CN1CCCC1)NCc1nc(NCc2ccc(F)cc2)c2ccc(Cl)cc2n1
  A: -1; B: 0.8; C: -2; D: 0.0

(56) CC(C)N(C(=O)c1ccc(C(=O)NCc2ccccc2)cc1)C(C)C
  A: 6; B: 2.0; C: 16; D: 0.7

(57) Cc1noc(C)c1CCC(=O)N1CCN(C(=O)[C@@H]2C[C@H]2c2ccc(F)cc2)CC1
  A: 8; B: -0.7; C: 15; D: 0.0

(58) O=C(COc1coc(CN2CCN(c3ccc(F)cc3)CC2)cc1=O)NC1CCCCC1
  A: 6; B: -0.2; C: 0; D: -0.1

(59) CS(=O)(=O)N(CC(=O)NCc1ccco1)c1ccccc1F
  A: 0; B: 0.2; C: 6; D: -0.2

(60) CCCc1ccc(-c2ccc(C(=O)Oc3ccc4c(C)cc(=O)oc4c3)cc2)nc1
  A: 12; B: -1.8; C: 0; D: -0.1

Sorted by molar mass (rising): 3 of the compounds above.
Keys: A = TEAD-YAP block; B = GPR151 activ; C = MITF primary; D = FBW7 act
(38) CCCc1[nH]nc2c1C(c1ccc(SC)cc1)C(C#N)=C(N)O2 (configuration not stated)
  A: 12; B: -1.9; C: -2; D: -0.1

(17) CC1(C)Cc2c(sc(NC(=O)c3ccc(Br)o3)c2C#N)CO1
  A: -54; B: 1.0; C: 3; D: 0.7

(5) CC(C)N(CC(N)=O)C(=O)c1ccc(F)c(S(=O)(=O)N2CCCCC2)c1
  A: 4; B: 0.6; C: 8; D: 0.2

New compounds follow:
Keys: A = TEAD-YAP block; B = GPR151 activ; C = MITF primary; D = FBW7 act
(61) O=[N+]([O-])c1ccccc1S(=O)(=O)Nc1ccc(I)cc1
  A: 0; B: -0.5; C: 1; D: -0.1

(62) CC1Cc2ccccc2N1C(=O)C1CCCN1S(=O)(=O)c1cccc2nsnc12 (configuration not stated)
  A: 1; B: -0.3; C: -11; D: 0.0

(63) COc1ccc(/C(C)=N/NC(=O)c2nc3ccccn3c2C)c(O)c1
  A: 6; B: 1.7; C: -14; D: -0.6

(64) CC(=O)CCC(=O)N1CCC(C2(Cc3ccc(F)cc3)NC(=O)N(CC3CC3)C2=O)CC1 (configuration not stated)
  A: -1; B: -0.4; C: 12; D: 0.7

(65) COCCNCCCOc1ccc(Br)cc1C
  A: 7; B: 0.2; C: 33; D: 0.1

(66) Fc1ccc2c(c1)nc(N1CCOCC1)c1nccn12
  A: -6; B: 0.2; C: 3; D: -0.1

(67) CCCNc1cc(Nc2nc3ccccc3n2C)ncn1
  A: -17; B: -0.8; C: -14; D: -0.3

(68) COCCC(=O)NC(C)c1nnc2n1CCN(Cc1cccc(-c3ccccc3C)c1)CC2 (configuration not stated)
  A: 1; B: -0.3; C: -5; D: 0.1

(69) CCNC(=O)CC1SC(=NC)NC1=O (configuration not stated)
  A: 4; B: -1.3; C: -11; D: -0.1

(70) CCOC(=O)C1CCCCN1CCCc1ccccc1 (configuration not stated)
  A: -7; B: -0.8; C: -8; D: 0.1

(71) O=C(NCc1ccccc1Cl)c1cccc(-n2c(=S)[nH]c3cc(Cl)ccc3c2=O)c1
  A: 2; B: -0.3; C: 1; D: 0.0

(72) COc1ccc(-n2cc(C(=O)Nc3cc(F)ccc3C)c3ccccc3c2=O)cc1
  A: -7; B: 2.2; C: 1; D: 0.1

(73) CC(=O)Nc1ccc(NC2OC(CO)C(O)C(O)C2O)cc1 (configuration not stated)
  A: 13; B: -1.1; C: 7; D: -0.2

(74) CCOc1ccc(/C=C2\N=C(c3ccc(OC)c([N+](=O)[O-])c3)OC2=O)cc1
  A: 0; B: -0.4; C: 5; D: 0.0

(75) CCN1/C(=C/c2cc(C)[n+](CCO)c(C)c2)Sc2ccccc21
  A: 33*; B: 1.3; C: 1; D: -0.2

(76) COc1cccc(C(=O)N[C@H]2C[C@H]3C(=O)N[C@@H]([C@@H](C)O)C(=O)N3C2)c1
  A: -3; B: 1.3; C: 3; D: -0.1
